# Compound activity: PubChem, several laboratories
# CRFR2-BP ag = CRF-BP/CRF-R2 complex agonism. HEK293 CRF-R2/CRF-BP, calcium dye fluorescence (FLIPR); percent of saturating CRF peptide response. activation, % at 13.2 µM. actives 0.46% (n = 350,000);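 active = activation of at least 50%, plus an integration ratio under a set limit after plate pattern correction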;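 also: plate controls were neutral control wells without compound for no effect and CRF at EC100 for full effect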
# PHOSPHO1 inh = PHOSPHO1 (human) inhibition | actives 1.1% (n = 290,000) | Q8TCT1 | recombinant PHOSPHO1, absorbance phosphatase assay | inhibition, % at 13.3 µM; in the data active = inhibition above about 60%
# IDE cell inh = inhibits human insulin-degrading enzyme in HEK cells; FAbetaB cleavage, fluorescence polarization; inhibition, % at 5.59 µM; actives 0.41% (n = 320,000);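 active = percent inhibition above the average of all tested compounds plus 3 SD, set per screening campaign, cut at about 16% in these data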;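 also: IDE supplied by intact live HEK cells; FP after avidin binding of uncleaved biotin substrate so inhibition keeps polarization high; 0% = DMSO wells and 100% = 60 µM reference IDE inhibitor Ii1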
# IDE cell activ = activators of human insulin-degrading enzyme in cells | actives 0.073% (n = 340,000) | HEK cells, FAbeta-B cleavage, fluorescence polarization; 0% vehicle, 100% cell-free pure enzyme wells | activation, % at 5.96 µM | P14735;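 active = activation above the mean of all tested compounds plus 3 SD, set per screening campaign, cut at about 17% in these data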
# GalR3 antag = human GalR3 antagonism; HEK293 GalR3-CNG cAMP membrane potential fluorescence; galR3 body fused to GalR1 C-terminus; O60755; actives 0.44% (n = 360,000); AID 651719; inhibition, % at 3 µM;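 active = inhibition above the screen-wide average plus 3 SD, cut at about 13% in these data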;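 also: forskolin and galanin both at EC90 stimulate the cells; cAMP rise reported by CNG channel membrane potential dye signal; 0% = forskolin plus galanin with DMSO and 100% = forskolin alone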
# CRFR2-BP antag = CRF-BP/CRF-R2 complex antagonism | inhibition, % at 11.8 µM | AID 588475 | actives 0.59% (n = 350,000) | HEK293 CRF-R2/CRF-BP, CRF-induced calcium fluorescence;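 active = inhibition of the ligand-induced calcium signal above about 50% at the single tested concentration, limit read from the data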
# M4 PAM = potentiates acetylcholine response at human M4 receptor; P08173; CHO-K1 hM4/Gqi5, Fluo-8 calcium fluorescence, ACh EC20; 0% = ACh EC20, 100% = maximal ACh; activation, % at 3 µM; actives 0.4% (n = 360,000); AID 624126;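 active = activation above its plate's cutoff, the mean activation of sample wells plus 3 SD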; also: some results filed as inactive read as strong as hits
# MEKK3 PB1 HTS = modulators (inhibitors or enhancers) of MEK5 binding to human MEKK3 PB1 domain. Q99759. bead-based flow cytometry, Alexa488-MEK5 binding to MEKK3; actives lie on both sides; 0 = blocked by unlabeled MEK5, 100 = vehicle. binding response (% of control), % at 10 µM. actives 1.4% (n = 290,000);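 active = binding response more than 3 SD above or below the average of its plate-row segment, actives on both sides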;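 also: Alexa488 bead fluorescence after subtracting the streptavidin-only scavenger bead signal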
# p-CIP stab down = compounds decreasing mouse p/CIP protein stability. F442A p/CIP-EGFP cells, EGFP fluorescence, 16 h. decrease of EGFP signal, % at 10 µM. actives 0.01% (n = 290,000). AID 1984;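 active = EGFP signal decrease of at least 30% at 10 µM or well 3 SD below plate mean, unless failing retest; inactive = the rest, including hits failing retest or dose response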; also: some compounds called inactive have numbers as strong as hits; many of its hits are not listed in these tables
# Target sequence (Q05BA5 1-1403): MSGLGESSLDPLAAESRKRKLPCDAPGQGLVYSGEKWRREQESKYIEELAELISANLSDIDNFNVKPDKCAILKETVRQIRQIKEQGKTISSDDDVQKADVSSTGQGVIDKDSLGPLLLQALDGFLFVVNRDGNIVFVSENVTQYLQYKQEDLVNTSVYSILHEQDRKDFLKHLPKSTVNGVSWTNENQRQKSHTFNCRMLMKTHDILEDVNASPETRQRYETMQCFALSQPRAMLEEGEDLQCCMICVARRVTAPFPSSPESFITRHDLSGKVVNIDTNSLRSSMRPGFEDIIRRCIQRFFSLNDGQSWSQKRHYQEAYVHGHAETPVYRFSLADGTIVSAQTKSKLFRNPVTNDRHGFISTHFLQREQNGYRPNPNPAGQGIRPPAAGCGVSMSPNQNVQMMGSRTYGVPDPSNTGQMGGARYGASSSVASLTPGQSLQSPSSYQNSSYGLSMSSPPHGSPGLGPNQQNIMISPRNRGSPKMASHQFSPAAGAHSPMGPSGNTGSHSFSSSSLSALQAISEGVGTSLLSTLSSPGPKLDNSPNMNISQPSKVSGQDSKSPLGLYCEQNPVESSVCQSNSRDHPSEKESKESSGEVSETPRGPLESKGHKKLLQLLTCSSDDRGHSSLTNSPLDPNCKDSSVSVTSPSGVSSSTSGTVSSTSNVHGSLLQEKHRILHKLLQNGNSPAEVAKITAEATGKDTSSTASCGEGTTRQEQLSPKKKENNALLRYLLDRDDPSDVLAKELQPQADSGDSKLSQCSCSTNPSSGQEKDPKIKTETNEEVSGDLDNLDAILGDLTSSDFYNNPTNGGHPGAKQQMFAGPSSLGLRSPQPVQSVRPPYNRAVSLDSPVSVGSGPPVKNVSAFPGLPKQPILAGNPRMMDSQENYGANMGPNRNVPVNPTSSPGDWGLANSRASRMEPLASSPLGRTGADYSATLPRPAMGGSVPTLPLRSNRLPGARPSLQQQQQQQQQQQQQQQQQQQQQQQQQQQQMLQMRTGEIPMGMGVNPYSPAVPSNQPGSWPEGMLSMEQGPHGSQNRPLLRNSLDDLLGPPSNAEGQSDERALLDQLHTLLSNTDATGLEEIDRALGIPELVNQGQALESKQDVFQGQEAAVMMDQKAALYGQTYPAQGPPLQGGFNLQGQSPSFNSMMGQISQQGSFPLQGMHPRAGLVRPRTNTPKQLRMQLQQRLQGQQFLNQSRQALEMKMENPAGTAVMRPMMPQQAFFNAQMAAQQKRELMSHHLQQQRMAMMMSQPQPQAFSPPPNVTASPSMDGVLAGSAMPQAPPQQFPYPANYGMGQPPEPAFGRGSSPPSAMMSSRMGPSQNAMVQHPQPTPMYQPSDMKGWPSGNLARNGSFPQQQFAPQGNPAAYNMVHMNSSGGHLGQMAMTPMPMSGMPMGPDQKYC
# Starred values were filed as active, the others as inactive; · = not tested or not shown.
SMILES,CRFR2-BP ag,PHOSPHO1 inh,IDE cell inh,IDE cell activ,GalR3 antag,CRFR2-BP antag,M4 PAM,MEKK3 PB1 HTS,p-CIP stab down
CC(=O)Nc1cc(NC(C)=O)cc(C(=O)OCC(=O)c2ccc3c(c2)NC(=O)CO3)c1,-0.7,·,1.3,3.1,-5.9,6.3,-3.0,·,·
Cc1ccc(NC(=O)CCc2ccc(S(=O)(=O)N3CCOCC3)cc2)c(O)c1,-1.5,·,2.1,-0.7,2.3,11.3,2.4,·,·
COc1ccc(S(=O)(=O)N2CCCOC2CNC(=O)C(=O)NCc2ccco2)cc1C (configuration not stated),-0.9,-10.4,7.5,3.8,-2.1,6.2,2.1,·,-1.2
CC(C)C1C(=O)N(Cc2cn(CC3CCCCC3)nn2)CCS(=O)(=O)N1Cc1ccc(-c2ccncc2)cc1 (configuration not stated),-1.1,·,·,·,-3.6,-21.0,6.4,·,·
Cc1c(S(=O)(=O)Nc2ccc(Br)cc2)c(=O)n(C)c(=O)n1C,-4.2,-5.6,-0.9,1.8,·,19.2,-9.5,105.0,-6.3
Cc1ccc(O)c(C(CC(=O)NCc2ccco2)c2ccccc2)c1 (configuration not stated),-0.1,28.8,-4.3,7.0,1.5,3.2,8.3,96.0,-4.1
O=C(O)COc1cccc(/C=C2/SC(=S)N(Cc3ccccc3)C2=O)c1,-2.8,·,-1.3,5.0,-0.3,2.6,1.9,106.0,-7.6
CCCc1c(C(=O)N/N=C/C(C)=C/c2ccccc2)nnn1-c1nonc1N,1.0,29.0,8.8,-15.2,-8.7,-44.8,3.8,102.0,5.0
COc1cc(C(=O)OCC(=O)NC2CCS(=O)(=O)C2)c([N+](=O)[O-])cc1OC (configuration not stated),-0.2,24.3,-1.7,0.9,-6.2,7.4,5.9,61.0,-0.6
CCc1ccccc1NC(=O)COc1ccc2oc(-c3ccc(OC)cc3)cc(=O)c2c1,0.5,-6.4,-1.5,4.8,-2.4,-22.2,7.3,107.0,3.2
COc1cccc(C(C#N)N2CCCCC2)c1O (configuration not stated),2.6,3.7,-3.7,3.6,-2.0,5.4,0.1,94.0,0.2
c1csc(-c2nc3ccccc3s2)c1,5.7,7.4,1.9,6.1,-1.2,-2.9,-1.6,105.0,-22.6
O=C1CCCC/C=C\C[C@H](CC(=O)N(CCO)Cc2ccccc2)C(=O)NCCO1,-0.6,·,5.4,1.2,-1.2,0.4,3.2,·,·
CNC(=O)c1cc(Nc2nnc(C)c3ccccc23)ccc1OC,-0.7,0.3,-4.1,1.3,-3.5,0.1,5.8,107.0,1.9
CC(Oc1ccc2c(-c3ccccc3)cc(=O)oc2c1)C(=O)N1CCOCC1 (configuration not stated),-0.5,·,0.6,1.2,-6.4,12.3,-2.6,·,·
Cc1ccc(C(=O)NCCc2nc3ccccc3[nH]2)cc1[N+](=O)[O-],-2.7,-17.6,-2.0,3.7,6.4,-5.8,-2.5,102.0,10.5
CCCCOc1ccccc1C1NC(=O)CCC1[N+](=O)[O-] (configuration not stated),-0.5,·,5.7,3.4,-6.0,7.8,-0.7,99.0,2.2
Cc1ccc(NC(=O)Nc2cccc(Cl)c2)c(C(=O)O)c1,-0.8,52.8,0.7,-2.7,-3.7,23.6,-0.8,109.0,-1.7
Nc1ccccc1C(=O)NCCCN1CCOCC1,0.3,35.6,-0.1,3.8,-0.1,-3.7,-7.5,104.0,1.2
CCOC(=O)C1(Cc2cccc(F)c2)CCN(Cc2ccc(COC)o2)CC1,3.6,32.7,1.5,3.1,-2.8,23.4,-9.1,102.0,-6.9

# Looked up above.
# For p-CIP stab down, Cc1c(S(=O)(=O)Nc2ccc(Br)cc2)c(=O)n(C)c(=O)n1C has -6.3
# For GalR3 antag, O=C1CCCC/C=C\C[C@H](CC(=O)N(CCO)Cc2ccccc2)C(=O)NCCO1 has -1.2

# New compounds follow
SMILES,CRFR2-BP ag,PHOSPHO1 inh,IDE cell inh,IDE cell activ,GalR3 antag,CRFR2-BP antag,M4 PAM,MEKK3 PB1 HTS,p-CIP stab down
O=c1c(Cl)c(N2CCC3(CC2)OCCO3)cnn1C12CC3CC(CC(C3)C1)C2,0.7,10.0,5.8,·,0.9,-2.5,-14.2,85.0,12.3
O=C(Cn1ncc2c(=O)oc3ccccc3c21)NCCC1=CCCCC1,-0.4,20.8,-1.8,-0.2,-0.2,15.2,1.3,106.0,0.4
CCOC(=O)C1=C(C)NC2=C(C(=O)c3ccccc32)C1c1cccnc1 (configuration not stated),-0.4,26.1,-2.2,-1.5,-0.8,-3.5,-1.5,90.0,-16.3
COC(=O)CNC(c1ccccc1)c1cc(Br)ccc1NC(C)=O (configuration not stated),-1.7,45.4,4.4,2.4,-8.5,15.8,-0.2,100.0,-7.4
O=C(Nc1ccccc1)N(O)c1ccc(Cl)cc1,0.6,0.2,3.5,-4.5,-1.8,12.4,3.2,98.0,-10.9
CCc1nn(CCCC(=O)NCc2ccccc2Br)c(=O)c2cc3occc3n12,-1.4,10.6,1.3,-3.8,-6.5,-0.3,-3.1,104.0,-12.6
CCN(CC)C(=O)C1=C(C)N(Cc2ccc(OC)cc2)C(=O)C(CC(=O)NC(c2ccccc2)c2ccccc2)C1 (configuration not stated),-2.2,·,·,·,-7.1,7.9,1.0,·,·
O=C(NN1C(=O)NC2(CCCCC2)C1=O)c1ccc(-c2ccc([N+](=O)[O-])cc2)o1,-1.1,-9.0,-1.5,5.6,3.4,-13.5,-8.2,94.0,2.0
Clc1cccc2sc(-c3nnc(-c4ccccc4)o3)c(Cl)c12,5.2,·,-3.8,1.0,0.5,5.7,2.2,101.0,·
COc1ccc(-c2nc(NC(=O)c3[nH]c(C)c(C(C)=O)c3C)sc2C)cc1,-2.2,-0.6,8.3,-2.1,-5.3,-24.3,-11.1,103.0,-5.0
c1ccc(C2c3[nH]c4ccccc4c3CCN2Cc2cccn2-c2cccnc2)nc1 (configuration not stated),2.0,5.8,0.0,-7.3,-2.7,6.7,7.6,108.0,-2.3
S=c1[nH]nc(-c2cc(-c3ccsc3)n[nH]2)n1-c1ccccc1,-0.5,28.5,3.5,·,-2.0,-9.6,-2.8,93.0,-0.6
Cc1nc(N)sc1C(=O)N/N=C/c1ccc([N+](=O)[O-])cc1,2.6,22.6,3.9,·,-1.0,-0.4,-4.9,108.0,-12.3
CC1CCCCC1NC(=O)c1cc2c(s1)CS(=O)(=O)C2 (configuration not stated),-3.9,10.0,1.6,3.5,-6.2,4.5,1.4,107.0,-6.2
CCN(CC(=O)Nc1ccccc1C(F)(F)F)C(=O)c1ccc2c(c1)NC(=O)CS2,0.4,·,·,0.2,-5.0,-0.4,6.6,·,·
COC(=O)c1sc(=S)n(-c2cccc(Cl)c2)c1N,0.6,13.4,-3.2,8.2,-5.0,-18.9,2.8,113.0,-8.7
O=C(O)/C=C/c1cn(-c2ccccc2)nc1-c1cccc([N+](=O)[O-])c1,-2.7,28.5,6.3,0.9,-1.1,48.7,2.7,105.0,3.1
Cc1[nH]n(-c2ccccc2)c(=S)c1C=NCCCN=Cc1c(C)[nH]n(-c2ccccc2)c1=S,-0.6,32.6,32.3*,-16.4,-5.1,-0.8,1.5,87.0,7.3
Cc1ccc(Sc2ccc(CN3CCCC3)cc2[N+](=O)[O-])cc1,-2.4,15.2,-6.2,2.7,-1.7,-26.3,-18.1,98.0,7.2
O=C1CCN(CC2CCCCC2)C=C1C(=O)c1ccccc1,-2.0,·,·,3.4,-2.5,-2.9,-1.5,·,·
C[C@@H]1CN([C@H](C)CO)C(=O)CCCn2nncc2CO[C@@H]1CN(C)S(=O)(=O)c1ccc(-n2cccn2)cc1,-0.6,·,·,·,-4.6,-0.9,2.4,·,·
CC(=O)c1cc2c(cc1NC(=O)CSc1nc3ccccc3o1)OCO2,-0.7,-7.0,-4.5,-0.3,-2.7,16.5,-3.9,105.0,-9.0
COc1cc2c3c(c1)C(C)CC(C)(C)N3C(=O)C2=O (configuration not stated),-0.7,32.5,6.7,1.0,22.1*,-0.6,-4.1,61.0,-1.8
COCCNc1cc(C)nc2ccccc12,5.5,36.0,3.4,5.5,3.0,3.0,10.4,101.0,-14.7
COc1ccccc1N1CCN(C(=O)C2CCCN(S(=O)(=O)c3ccc4c(c3)CCCN4C(C)=O)C2)CC1 (configuration not stated),-0.5,19.9,6.0,0.0,-9.1,-5.7,-14.2,99.0,-19.7
COc1ccc(-c2cc(=O)c3c(O)c(OC)c(O)cc3o2)cc1,-0.8,-4.2,-1.7,1.4,-0.4,5.2,-3.3,97.0,1.4
CCOCc1c(C(=O)NC2CCCCCC2)oc2ccccc12,-0.8,32.1,10.5,5.8,-5.6,-14.7,2.3,97.0,6.0
Cc1ccccc1-c1nnn(CC(=O)N2CCN(C(=O)c3ccco3)CC2)n1,1.4,·,1.7,-2.1,-4.4,-3.3,6.3,·,·
Cc1cccc(C(=O)NNC2=C(C(=O)C(F)(F)F)CCC2)c1O,6.4,0.3,-1.5,-0.1,-1.3,47.8,-1.2,102.0,-7.5
COc1ccccc1CNC(=O)CC12CC3CC(CC(Br)(C3)C1)C2,0.9,28.0,-3.7,6.9,-6.4,5.6,-3.4,103.0,-6.9
COc1ccccc1/C=C(/CC(=O)NCc1ccc(F)cc1)c1nc2ccccc2s1,-0.9,-40.1,-1.4,2.1,-5.4,17.6,-3.4,90.0,-3.0
O=C(O)c1cccc2c1Cc1cc([N+](=O)[O-])ccc1-2,-1.1,·,·,1.5,-5.1,-2.6,0.1,·,·
CCOC(=O)c1ccc(-n2ccnc2)c(NC(=O)c2ccc(Cl)cc2)c1,0.3,-8.6,5.1,4.3,-2.3,-4.1,1.0,96.0,-4.7
O=C(Cc1cccs1)Nc1ccccc1C(=O)O,1.4,7.1,2.6,0.8,-2.4,-8.9,4.7,99.0,-7.9
Clc1ccccc1CN1CCN(c2ncccn2)CC1,-4.1,·,-6.3,0.0,-9.4,20.0,7.3,101.0,-62.1
O=C(c1ccco1)N1CCN(Cc2cc(=O)c(OCc3ccccc3F)co2)CC1,-0.6,·,2.4,-1.2,-2.0,7.0,-0.7,·,·
COc1ccc(-n2nnnc2CNC(=O)c2ccc3c(c2)OCO3)cc1,-2.5,·,-3.7,2.3,-1.6,11.9,-4.8,·,·
CCCCc1cc(=O)oc2cc(C)cc(OCC(=O)N[C@@H](CSCc3ccccc3)C(=O)O)c12,0.3,28.6,-5.3,2.2,-6.6,-3.4,1.1,101.0,6.8

# Compound profiles, as listed above. Values in the order: CRFR2-BP ag, PHOSPHO1 inh, IDE cell inh, IDE cell activ, GalR3 antag, CRFR2-BP antag, M4 PAM, MEKK3 PB1 HTS, p-CIP stab down
# Profile of CCOCc1c(C(=O)NC2CCCCCC2)oc2ccccc12 = -0.8, 32.1, 10.5, 5.8, -5.6, -14.7, 2.3, 97.0, 6.0
# Profile of COc1cc2c3c(c1)C(C)CC(C)(C)N3C(=O)C2=O (configuration not stated) = -0.7, 32.5, 6.7, 1.0, 22.1*, -0.6, -4.1, 61.0, -1.8
# Profile of C[C@@H]1CN([C@H](C)CO)C(=O)CCCn2nncc2CO[C@@H]1CN(C)S(=O)(=O)c1ccc(-n2cccn2)cc1 = -0.6, ·, ·, ·, -4.6, -0.9, 2.4, ·, ·
# Profile of COc1ccccc1CNC(=O)CC12CC3CC(CC(Br)(C3)C1)C2 = 0.9, 28.0, -3.7, 6.9, -6.4, 5.6, -3.4, 103.0, -6.9
